# Screens deposited in PubChem by The Scripps Research Institute Molecular Screening Center.
# GSTO1 inh – blocks human GSTO1 in RBBP9 counter-screen | P78417 | recombinant GSTO1, activity-based probe fluorescence polarization | inhibition, % at 5.96 µM | 300,000 tested, 1.1% active;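 active = inhibition above the campaign mean inhibition plus 3 SD, cut at about 35% in these data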;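 also: 0% = GSTO1-1 with DMSO and 100% = wells lacking GSTO1-1 enzyme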
# Target sequence (P78417 whole entry, looked up): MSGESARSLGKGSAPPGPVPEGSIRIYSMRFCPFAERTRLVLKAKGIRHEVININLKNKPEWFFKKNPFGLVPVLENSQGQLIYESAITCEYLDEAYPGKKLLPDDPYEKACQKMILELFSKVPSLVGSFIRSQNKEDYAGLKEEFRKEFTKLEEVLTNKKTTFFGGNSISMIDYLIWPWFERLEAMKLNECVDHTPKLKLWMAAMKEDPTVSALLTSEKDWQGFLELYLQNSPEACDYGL
# PAD4 inh – PAD4 (human) enzyme inhibition | recombinant PAD4, RCA probe fluorescence polarization | inhibition, % at 6.36 µM | 330,000 tested, 0.41% active;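 active = percent inhibition above a cutoff equal to the mean of all tested compounds plus 3 SD, cut at about 15% in these data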;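 also: 0% = PAD4 with RCA probe and DMSO and 100% = probe without PAD4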
# LYPLA1 inh – LYPLA1 (human) inhibition in PME1 counter-screen. inhibition, % at 5.9 µM. 320,000 tested, 0.16% active. O75608. recombinant LYPLA1, FP-Rh probe fluorescence polarization;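 active = inhibition above the mean of all tested compounds plus 3 SD, set per campaign, cut at about 14% in these data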;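 also: inhibitors block serine hydrolase probe labeling of LYPLA1 so polarization falls; 0% = enzyme with DMSO and 100% = wells lacking LYPLA1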
# Target sequence (O75608 whole entry, looked up): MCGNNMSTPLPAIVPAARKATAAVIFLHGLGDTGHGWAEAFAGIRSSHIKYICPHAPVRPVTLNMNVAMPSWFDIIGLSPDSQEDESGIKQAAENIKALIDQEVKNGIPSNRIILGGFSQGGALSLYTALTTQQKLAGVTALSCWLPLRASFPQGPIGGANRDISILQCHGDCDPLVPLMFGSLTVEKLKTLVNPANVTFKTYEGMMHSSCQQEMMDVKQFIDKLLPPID
# Fam108B inh – Fam108B inhibition, counter-screen for RBBP9 inhibitors | recombinant Fam108B, FP-Rh probe fluorescence polarization | inhibition, % at 9.51 µM | 300,000 tested, 0.33% active | AID 1947;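 active = inhibition above the screen mean inhibition plus 3 SD, computed separately per campaign, cut at about 18% in these data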;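 also: inhibitors lower polarization as less probe binds the enzyme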
# pPAFAH inh – pPAFAH (human) enzyme inhibition; recombinant pPAFAH, FP-rhodamine probe fluorescence polarization; inhibition, % at 3.39 µM; 330,000 tested, 1.5% active; AID 463082;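 active = inhibition above the mean inhibition across the screen plus 3 SD, cut at about 25% in these data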;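 also: inhibitors block binding of the rhodamine activity-based probe so polarization drops; 0% = enzyme with DMSO and 100% = wells lacking pPAFAH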
# Target sequence (Q13093 whole entry, looked up): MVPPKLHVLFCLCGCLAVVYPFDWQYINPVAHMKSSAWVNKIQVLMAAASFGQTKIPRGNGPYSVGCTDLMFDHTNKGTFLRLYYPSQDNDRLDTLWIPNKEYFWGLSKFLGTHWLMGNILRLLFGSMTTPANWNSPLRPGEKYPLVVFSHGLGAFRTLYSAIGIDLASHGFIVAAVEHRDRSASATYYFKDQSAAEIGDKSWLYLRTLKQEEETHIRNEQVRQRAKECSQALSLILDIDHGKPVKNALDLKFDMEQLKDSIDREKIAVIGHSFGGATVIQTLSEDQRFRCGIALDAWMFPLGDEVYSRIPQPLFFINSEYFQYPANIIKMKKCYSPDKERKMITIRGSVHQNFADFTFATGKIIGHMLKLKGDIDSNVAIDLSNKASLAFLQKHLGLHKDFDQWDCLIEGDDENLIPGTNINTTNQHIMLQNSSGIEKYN
# PME-1 primary – PME-1 (human) inhibition | recombinant PME-1, FP-Rh probe fluorescence polarization | 320,000 tested, 0.53% active | AID 2130 | inhibition, % at 5.9 µM;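 active = inhibition above the campaign mean of all compounds plus 3 SD, cut at about 26% in these data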;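 also: competitive labeling of PME-1 active site by serine hydrolase directed probe; 0% = PME-1 with DMSO and 100% = wells lacking PME-1 enzyme; inhibitors block probe labeling so polarization falls and inhibition rises; many of its hits are not listed in these tables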
# PAFAH1B3 inh – inhibitors of human PAFAH1B3; inhibition, % at 3.39 µM; Q15102; recombinant PAFAH1B3, FP-rhodamine probe, fluorescence polarization; 340,000 tested, 0.28% active; AID 492972;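 active = inhibition above the screen-wide average of all tested compounds plus 3 SD, cut at about 25% in these data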;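 also: 0% = enzyme with DMSO only and 100% = wells lacking PAFAH1B3 protein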
# PAFAH2 FP inh – inhibitors of human PAFAH2 | Q99487 | recombinant PAFAH2, FP-rhodamine activity probe, fluorescence polarization | 340,000 tested, 0.99% active | inhibition, % at 3.39 µM;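 active = inhibition above the mean over all tested compounds plus 3 SD, cut at about 30% in these data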;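 also: inhibitors block probe labeling of enzyme so polarization drops; 0% = enzyme with DMSO and 100% = wells lacking PAFAH2 protein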
# PAFAH1B2 FP inh – blocks human PAF acetylhydrolase 1b catalytic subunit 2; recombinant PAFAH1B2, FP-rhodamine activity probe, fluorescence polarization; inhibition, % at 3.39 µM; 340,000 tested, 1.2% active;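 active = inhibition above the mean of all tested compounds plus 3 SD, cut at about 24% in these data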;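 also: 0% = enzyme with DMSO and 100% = wells lacking PAFAH1B2; many of its hits are not listed in these tables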
# * hit, by the source's call; . = not tested or not shown.
# Under each structure – PAFAH1B3 inh	Fam108B inh	GSTO1 inh	pPAFAH inh	PAFAH2 FP inh	LYPLA1 inh	PAD4 inh	PAFAH1B2 FP inh	PME-1 primary
> CN(C)S(=O)(=O)N1CCN(S(=O)(=O)c2ccc(F)cc2)CC1
  -5	-2	6	6	-3	3	-1	-1	0
> C=C(C)COc1ccc(-c2[nH]ncc2-c2ccc(Br)cc2)c(O)c1
  3	1	-2	13	-7	-1	1	5	-6
> CCC(=O)Nc1ccc(NCc2cccs2)cc1
  10	-5	2	2	2	-1	-8	6	-5
> CCCCCCc1nc2ccccc2c(=O)n1N
  2	-4	-1	4	-2	4	-4	2	-2
> CC1CCc2c(sc3nc(CN4CCOCC4)nc(NS(=O)(=O)c4cccc([N+](=O)[O-])c4)c23)C1 (centres undefined)
  6	2	-4	25*	6	1	-8	0	-3
> O=C(c1cc(S(=O)(=O)N2CCOCC2)ccc1Cl)N1CCCCC1CO (centres undefined)
  7	.	.	2	-2	.	-1	1	.
> O=S(=O)(/N=C(/Nc1ccccc1)c1ccccc1O)c1ccccc1
  4	0	11	-3	-3	-2	-10	7	-8
> CCOC(=O)C1=C(C)NC(=O)NC1c1ccc(-c2ccc(Cl)cc2)o1 (centres undefined)
  -2	-1	-4	0	3	2	0	3	-6
> CCCCOC1(c2ccccc2)OC(=O)c2ccccc21 (centres undefined)
  8	-3	2	7	1	1	3	-2	-1
> CC1(C)Cc2cccc(OCC(N)=O)c2O1
  3	0	4	8	-1	-2	-5	2	-5
> COc1ccc(C(=O)c2ccc([N+](=O)[O-])cc2Cl)cc1
  .	-5	-5	4	.	2	-4	.	-4
> CCOC(=O)CNC(=O)c1c(C)nn(-c2ccccc2)c1Cl
  -4	5	1	2	6	3	1	-2	10
> COc1ccc(NC(=O)CN(C)C(=O)c2cc(-c3cccs3)nn2-c2ccccc2)cc1
  1	0	0	9	-1	2	0	8	5
> O=S(=O)(c1ccc(F)c(F)c1)N1CCN(S(=O)(=O)c2cccs2)CC1
  3	0	0	-1	-4	0	0	3	7
> Cc1ccc2cc(C3CC(c4cccs4)=NN3S(C)(=O)=O)c(Cl)nc2c1 (centres undefined)
  5	-2	-1	3	2	-5	-1	5	0
> O=C(Nc1nnc(-c2ccncc2)o1)C1CCCCC1
  4	-2	9	-3	3	2	1	2	2
> COc1ccc(NC(=S)N(CCC(C)C)C(C)c2ccncc2)cc1 (centres undefined)
  5	8	9	-4	-4	-3	-2	0	-15
> O=C1C(=O)N(CCc2c[nH]c3ccccc23)C(c2cccnc2)/C1=C(/O)c1ccccc1 (centres undefined)
  .	1	-4	-2	.	2	-2	.	-4
> N#CC1=C(S)N(c2ccccc2)C2(CCCCC2)NC1=O
  1	-1	0	2	6	-3	1	1	2
> CCOC(=O)C1CCN(C(=O)COC(=O)c2ccc([N+](=O)[O-])o2)CC1
  10	.	.	4	12	-2	-13	3	5
> O=C1C(Cl)=C(N2CCCC2)C(=O)N1c1ccccc1F
  3	-2	30	7	-18	2	-7	4	-4
> N#Cc1cnn(-c2ccccc2)c1NC(=O)CN1CCOCC1
  .	0	5	5	.	-2	1	.	-4
> CN1CCN(NC(=O)c2cc(-c3ccc(Br)s3)nc3ccccc23)CC1
  -10	-6	-11	11	3	-8	-2	5	-5
> CC(=O)c1ccc(S(=O)(=O)NCCC(=O)OCC(=O)N(Cc2ccccc2)C(C)(C)C)cc1
  2	.	.	4	3	-2	0	4	4
> COc1cc(OC)c2c(-c3cccc(-c4ccc(O)cc4)c3)cc(=O)oc2c1
  7	.	.	-6	-4	.	-5	3	.
> C/C(=C\C1CCCCC1)C(NC(=O)c1ccc(C(F)(F)F)cc1)c1ccc(-c2ccccc2)cc1 (centres undefined)
  5	-3	6	3	1	-4	1	0	0
> O=[N+]([O-])c1ccc(/C=N/Nc2nc(N3CCCCC3)nc(N3CCCCC3)n2)o1
  2	2	12	14	0	-6	-9	3	3
> Cc1nc2sc(C)c(C)c2c(=O)o1
  7	-1	5	-2	-8	-2	-3	5	-1
> NC(=O)c1oc2ccccc2c1NC(=O)c1nc2ccccc2s1
  -28	-33	-14	-5	-34	-14	-5	-14	-32
> O=C1OCCC1Sc1nnc(-c2ccco2)o1 (centres undefined)
  7	0	-3	-1	-1	4	-3	5	3
> Cc1ccc(NC(=O)c2cc(-n3cnnc3)ccc2Cl)c(C)c1
  -1	-1	7	4	-12	2	0	-1	-4
> O=C(COC(=O)CC1CCCC1)Nc1ccc(Br)cc1F
  -2	.	.	22	47*	.	-2	-1	.
> COc1ccc(/C=C/C(=O)OCC(=O)NC2CCCC(C)C2C)cc1S(=O)(=O)N1CCOCC1 (centres undefined)
  -1	3	4	0	67*	0	5	2	-4
> CCOc1ccccc1N1CN(CC)CNC1=S
  5	4	-2	-1	1	-4	-7	1	-7
> COc1ccc(NC(=O)C(NC(=O)c2ccc(=O)[nH]c2)c2ccccc2)cc1 (centres undefined)
  8	-4	4	4	-1	-1	-3	5	6
> CCCS/C(N)=N/N=C/c1ccccc1O
  3	1	14	1	-1	1	-3	2	-4
> O=C1C=C(O)CC(c2cccs2)C1 (centres undefined)
  1	-6	2	7	3	-4	5	2	-7
> CCN(CC)CCn1c2c(c(SCC(=O)NCc3ccccc3)nc1=O)CCCC2
  3	-2	19	-1	-1	0	2	5	-4
> CN1CCN(C(=O)C2CCCN(S(=O)(=O)c3ccc(Cl)cc3)C2)CC1 (centres undefined)
  1	1	13	1	-3	2	-1	0	2
> CCOC(=O)C1CCN(c2nc3ccccc3nc2C(C#N)C(=O)OCCOC)CC1 (centres undefined)
  2	-1	-8	1	5	-3	2	3	-4
> COC(=O)[C@@H](NC(=O)CCc1nnc(-c2ccsc2)o1)C(C)C
  3	0	4	1	2	0	2	5	-1
> Cc1cccc(N(CC(=O)N2CCOCC2)S(C)(=O)=O)c1
  -3	4	-1	2	5	3	0	5	-2
> CCCCC(=O)Nc1ccc(C(=O)N2CCN(C)CC2)cc1
  0	-3	-1	4	-6	1	-2	3	1
> CCOc1c(Nc2cccc(Cl)c2)c(=O)c1=O
  5	2	8	4	6	-2	-1	2	20
> CCn1c(C)cc(C(=O)CSc2nnnn2C2CCCC2)c1C
  5	.	.	4	4	1	-2	12	4
> CC(C)(CNC(=O)CCNC(=O)c1ccc(Br)cc1)N1CCOCC1
  0	4	-2	1	0	2	4	4	5
> O=C(Nc1cccc(Cl)c1)c1cnccn1
  1	-6	-1	0	2	-2	-3	0	-1
> CC1(C)c2cc(O)ccc2OC1N1CCOCC1 (centres undefined)
  -5	3	4	-1	1	3	-4	1	0
> CCn1c2ccccc2c2cc(NC(=O)CNC)ccc21
  6	3	0	9	-4	2	0	5	-4
> CCNS(=O)(=O)c1ccc(OC)c(C)c1
  -4	-3	-2	1	-2	-2	-4	-6	1

# As entered above:
# In pPAFAH inh, COC(=O)[C@@H](NC(=O)CCc1nnc(-c2ccsc2)o1)C(C)C reads 1
# In GSTO1 inh, CC1(C)c2cc(O)ccc2OC1N1CCOCC1 (centres undefined) reads 4

# Additional records follow:
# Under each structure – PAFAH1B3 inh	Fam108B inh	GSTO1 inh	pPAFAH inh	PAFAH2 FP inh	LYPLA1 inh	PAD4 inh	PAFAH1B2 FP inh	PME-1 primary
> CCOC(=O)C1CCCN(C(=O)c2cc(S(=O)(=O)N3CCCCCC3)ccc2OC)C1 (centres undefined)
  3	.	.	0	-2	0	-8	1	2
> CCOc1ccc(N(C)S(=O)(=O)c2ccc(C)c(C(=O)Nc3nnc(C4CC4)s3)c2)cc1
  9	.	.	2	-3	-4	0	-1	-3
> Nc1ccc(C(=O)OCc2nc3cc4ccccc4cc3[nH]2)cc1
  7	8	5	12	85*	-6	-5	2	24
> c1ccc(OCCN2C3=NCCN3c3ccccc32)cc1
  2	10	-5	0	-2	3	-2	4	-2
> O=Nc1ccc(O)c2ncccc12
  8	3	69*	6	10	5	-10	10	21
> O=C(CN1CCC(Cc2ccccc2)CC1)NC(=O)NCc1ccccc1
  2	5	4	4	4	2	-1	5	2
> N#Cc1c(-c2ccccc2)nc(N2CCCCCC2)[nH]c1=O
  11	-1	13	3	2	0	6	2	-5
> COC(=O)c1ccc2c(=O)n(Cc3ccco3)c(SCC(=O)Nc3cc(C)on3)nc2c1
  1	-12	1	3	-10	1	1	-2	0
> Cc1ccc(-c2noc(CNCCCN(C)C)n2)cc1
  7	-11	9	1	-1	2	-3	0	-4
> CC1=C(C(=O)OCCOC(C)C)C(c2cccc3ccccc23)NC(=O)N1 (centres undefined)
  2	-1	-7	2	-2	1	1	7	2
> COc1cc(Cl)c(C)cc1NC(=O)CN1CCN(C(=O)C2CC2)CC1
  4	.	.	4	-1	0	0	5	4
> Cc1ccc(Oc2ncccc2NC(=O)CC(CC(=O)O)c2ccccc2)c2c1CCC2 (centres undefined)
  5	5	4	-1	-4	-1	0	6	-6
> Cc1ccc(CNC(=O)CCC2CCCN(Cc3c(C)nn(C(C)C)c3C)C2)o1 (centres undefined)
  6	-2	6	-1	7	-2	-4	-2	3
> Cc1ccc(C(C)(C)C)cc1S(=O)(=O)NC(=O)c1ccccc1
  8	3	-1	1	6	2	0	12	1
> CC1CCN(S(=O)(=O)c2ccc(NC(=O)[C@@H]3CCCC[C@@H]3C(=O)O)cc2)CC1
  1	6	6	1	4	0	-2	48*	-1
> CC1=NNC(=O)C1Cc1ccccc1 (centres undefined)
  .	-1	8	3	.	2	-7	.	0
> Cc1occc1C(=O)N/N=C/C(Br)=C\c1ccccc1
  6	-2	-4	-6	-3	-2	0	7	-5
> O=C(Cn1cc2c(n1)CCCCC2)Nc1ccccc1Br
  10	-2	-4	2	0	-2	0	2	4
> COCC(=O)NCCNc1nc2ccc(C)cc2cc1C
  0	-2	7	5	9	2	-1	-3	-1
> N#CC(C(=O)NCCc1ccccc1)c1nc2ccccc2nc1N1CCCCC1 (centres undefined)
  0	5	5	7	-8	-2	-2	-4	3
> O=C(OCc1ccccc1)/C(=C/c1cccc2ccccc12)NC(=O)c1ccccc1
  -5	4	0	-1	-9	-3	2	-1	-1
> CCCCN(C(=O)c1cccc(S(=O)(=O)N2CC(C)OC(C)C2)c1)c1c(N)n(CC(C)C)c(=O)[nH]c1=O (centres undefined)
  13	-4	3	-6	2	-2	-2	-2	4
> CCC(Sc1nc2ccccc2[nH]1)C(=O)Nc1ccc(NC(C)=O)cc1 (centres undefined)
  7	3	-5	-5	0	0	-7	3	-4
> COc1cccc(NC(=O)c2cc3ccccc3cc2OC)c1
  -8	-7	4	4	-2	-1	-3	-3	-4
> COc1ccc(CCNc2nc(-c3cccc(NC(C)=O)c3)cs2)cc1OC
  3	3	-8	4	20	9	0	5	16
> Cc1cc(OCc2nnc(SC(C)C(=O)O)n2-c2ccccc2)ccc1Cl (centres undefined)
  10	7	-1	5	7	-3	-1	4	1
> CC1(O)C(=O)C=C2C=C(c3ccc(C#N)cc3)OC=C2C1=O (centres undefined)
  .	12	30	57*	.	-8	-2	.	10
> CC(C)COP(=O)(c1ccc(N(C)C)cc1)C(Nc1ccccc1)c1cccnc1 (centres undefined)
  6	4	-7	3	-10	-1	-3	7	-8
> O=C(CN1C(=O)NC2(CCOc3ccccc32)C1=O)Nc1ccc2c(c1)OCCO2 (centres undefined)
  -5	0	3	2	2	-4	1	0	-1

# The list is partial, so the mix of outcomes need not match the whole.
